Screens deposited in PubChem BioAssay by National Center for Advancing Translational Sciences (NCATS).
JMJD2A Tudor inh: JMJD2A Tudor domain (human) inhibition; Potency, µM (series often up to 114 µM), without a hit: at the top dose activity change, negative = inhibition, usual class: inhibitors; hit rate 4.4% among 390,000; O75164; AID 504339; AlphaScreen JMJD2A-Tudor / H3K4me3 peptide binding; also: potency is read from the fitted curve at half-maximal effect; % is scaled to controls: 0 for no effect and ±100 for the full control effect; nearly all actives have a fitted effect of over 50% in size
HP1b chromo inh: blocks HP1-beta chromodomain binding to methylated histone tails; hit rate 0.56% among 390,000; Potency, µM (highest dose often 114 µM), without a hit: at the top dose activity change, negative = inhibition, actives largely listed as inhibitors; AID 540317; AlphaScreen HP1-beta / biotin-H3K9me3 peptide binding; also: potency is read from the fitted curve at half-maximal effect; nearly all actives have a fitted effect of over 70% in size; inactives centre near 23
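Compound inhibition of the preformed complex between 50 nM HP1-beta and 50 nM biotinylated H3K9me3 peptide was read by AlphaScreen. Buffer was PBS pH 7.4 with 0.01% Tween-20. Incubations ran 30 min at room temperature, with 10 ug/mL donor/acceptor beads.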
BAZ2B block: inhibitors of human BAZ2B bromodomain; Q9UIF8; AlphaScreen BAZ2B-H3K14Ac peptide displacement; Potency, µM (top dose mostly 114 µM), for the others: top-dose activity change, negative = inhibition, hits mostly inhibitors; hit rate 4.4% among 360,000; AID 504333; also: potency is read from the fitted curve at half-maximal effect; % is scaled to controls: 0 for no effect and ±100 for the full control effect; nearly all actives have a fitted effect of over 60% in size
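AlphaScreen displacement: compounds (up to 110uM) incubated 30 min at room temperature with a preformed 50 nM BAZ2B/50 nM biotinylated H3K14Ac peptide complex in PBS pH 7.4 with Tween-20. Donor and acceptor beads at 10 ug/mL final added, 20 min light-protected before reading.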
PI4K2A block: blocks human PI4K2A kinase activity; Q9BTU6; purified PI4K2A, ADP-Glo luminescence, 1 h; stronger effect = lower value; activity change, negative = inhibition, % at 76.9 µM; hit rate 0.13% among 420,000; AID 1346378; in the data active = activity change below about -50%; inconclusive = mostly about -30% to -49%;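 also: -100% = wells without enzyme as full effect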
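Compounds are screened against recombinant PI4K2A using PI as substrate and ATP, the latter dispensed at 300 microM. Reactions run one hour at ambient temperature before ADP-Glo detection; full inhibition defined by wells lacking enzyme.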
Pin1 inhibitor: blocks the human prolyl isomerase Pin1; Pin1 FP peptide displacement, HiFluor488, 10 min; Potency, µM (top dose mostly 115 µM), without a hit: at the highest dose activity, negative = inhibition, usual class: inhibitors; hit rate 0.009% among 390,000; active = well fitted inhibition curve with a large enough effect in the polarisation, with a control signal flat, not every such curve was filed as active; inconclusive = small, poorly fitted or top-dose-only effect, or effect the other way, or a change in a side signal; inactive = no such curve, though single readings can be large or run the other way; the % refers to the polarisation; also: potency is read from the fitted curve at half-maximal effect; % is scaled to controls: 0 for no effect and ±100 for the full control effect
G9a block: inhibitors of human histone lysine methyltransferase G9a; Q96KQ7; G9a H3K9 monomethylation, AlphaScreen, 2 h; Potency, µM (highest dose often 102 µM), for inactives: top-dose activity, negative = inhibition, usual class: inhibitors; hit rate 8.8% among 350,000; AID 504332; also: potency is read from the fitted curve at half-maximal effect; % is scaled to controls: 0 for no effect and ±100 for the full control effect; nearly all actives have a fitted effect of over 75% in size
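G9a (20 nM) preincubated 15 min RT with compounds, then 500 nM biotinylated H3K9 peptide and 20 uM SAM added; 2 h RT reaction. Monomethyl-H3K9 product detected by AlphaScreen with anti-H3K9me1 antibody, streptavidin donor and anti-rabbit IgG acceptor beads.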
POLH inh: inhibitors of human DNA polymerase eta. Potency, µM (highest dose often 114 µM), without a hit: top-dose activity change, negative = inhibition, most hits filed as inhibitors. Q9Y253. recombinant Pol eta, fluorescent DNA replication assay. hit rate 1.2% among 390,000; also: potency is read from the fitted curve at half-maximal effect; % is scaled to controls: 0 for no effect and ±100 for the full control effect
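Fluorescent replication assay: 50 nM final substrate added after a 15 min room-temperature compound preincubation with 10 nM enzyme. Signal taken at 0 min and again at 10 min.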
PGK inhibitor: blocks T. brucei phosphoglycerate kinase; P07378; PGK/GAPDH coupled, Kinase-Glo luminescence, 60 min; Potency, µM (titrated, usually from 57.5 µM), without a hit: at the highest dose activity change, negative = inhibition, hits mostly inhibitors; hit rate 0.043% among 380,000; AID 602233; also: potency is read from the fitted curve at half-maximal effect; % is scaled to controls: 0 for no effect and ±100 for the full control effect; nearly all actives have a fitted effect of over 60% in size
Target sequence (P07378 whole entry, looked up): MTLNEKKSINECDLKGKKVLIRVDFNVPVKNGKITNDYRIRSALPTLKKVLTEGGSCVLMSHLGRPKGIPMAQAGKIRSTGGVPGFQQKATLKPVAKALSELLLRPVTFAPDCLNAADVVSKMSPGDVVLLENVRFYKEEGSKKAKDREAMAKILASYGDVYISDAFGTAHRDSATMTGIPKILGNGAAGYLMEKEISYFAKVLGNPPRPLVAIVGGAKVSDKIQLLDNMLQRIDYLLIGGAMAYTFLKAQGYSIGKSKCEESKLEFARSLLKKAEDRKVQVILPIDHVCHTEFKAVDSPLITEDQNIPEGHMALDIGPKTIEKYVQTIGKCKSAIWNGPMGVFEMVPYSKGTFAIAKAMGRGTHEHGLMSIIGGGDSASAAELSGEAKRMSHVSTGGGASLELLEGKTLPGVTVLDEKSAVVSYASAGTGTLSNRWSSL
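Luminescent ATP detection (Kinase-Glo Plus) follows a 60-minute room-temperature incubation, with wells lacking PGK as controls. Buffer: 100 mM TEA (pH 7.6), 5 mM MgCl2, 0.01% Tween-20. Coupling enzyme GAPDH (100 nM final) supplies unstable 1,3-BPG in-well.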
GLS inhibitor: glutaminase GLS (human) inhibition; GLS enzymatic activity, qHTS titration; Potency, µM (highest dose often 45.5 µM), inactives show at the top dose activity change, negative = inhibition, actives largely listed as inhibitors; AID 624170; hit rate 0.21% among 410,000; also: potency is read from the fitted curve at half-maximal effect; % is scaled to controls: 0 for no effect and ±100 for the full control effect
Target sequence (O94925 whole entry, looked up): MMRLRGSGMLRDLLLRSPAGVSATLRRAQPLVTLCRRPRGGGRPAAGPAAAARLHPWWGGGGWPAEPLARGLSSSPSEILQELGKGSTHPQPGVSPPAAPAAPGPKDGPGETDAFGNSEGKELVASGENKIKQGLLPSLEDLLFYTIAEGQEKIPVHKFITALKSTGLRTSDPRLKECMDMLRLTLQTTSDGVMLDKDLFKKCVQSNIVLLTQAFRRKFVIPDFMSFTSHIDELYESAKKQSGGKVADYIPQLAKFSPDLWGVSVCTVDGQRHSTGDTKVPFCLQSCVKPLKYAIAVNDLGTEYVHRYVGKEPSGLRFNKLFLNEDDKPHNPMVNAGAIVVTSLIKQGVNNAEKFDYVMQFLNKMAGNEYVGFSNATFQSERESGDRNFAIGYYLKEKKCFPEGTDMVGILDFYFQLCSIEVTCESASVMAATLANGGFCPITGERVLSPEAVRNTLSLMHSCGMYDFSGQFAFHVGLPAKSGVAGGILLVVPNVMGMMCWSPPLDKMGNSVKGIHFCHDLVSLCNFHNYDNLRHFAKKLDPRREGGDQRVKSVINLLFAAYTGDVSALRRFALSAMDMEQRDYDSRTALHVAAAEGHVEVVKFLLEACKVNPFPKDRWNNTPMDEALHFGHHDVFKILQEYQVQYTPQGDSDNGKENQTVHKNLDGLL
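Two-point fluorescence kinetic (t0, 30 min RT) for hKGA; glutamate detected via glutamate oxidase–HRP–Amplex Red. Substrate: 1 mM L-glutamine solution; buffer 45 mM KH2PO4, pH 8.2.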
The depositor's hits bear a star; i = inactive; ? = inconclusive; · = not tested or not shown; & = joins results of further samples; [ ] = dose if it differs, or a comment. Unless noted, calls follow the shape of the dose curve; as a rule, active = well fitted curve in the direction sought with a large enough effect; inconclusive = small, poorly fitted or top-dose-only effect, or another doubt; inactive = no such curve, though single readings can be large; an effect the other way counts as inactive or inconclusive. This is a subset, so the mix of outcomes need not match the whole.

SMILES	JMJD2A Tudor inh	HP1b chromo inh	BAZ2B block	PI4K2A block	Pin1 inhibitor	G9a block	POLH inh	PGK inhibitor	GLS inhibitor
O=C(O)CC1(CC(=O)Nc2ccccc2C(=O)c2ccccc2)CCCC1	2%	38%[activator]	5%	4	0%	-16%	-13%	-2%	1%
O=C(CNC(=O)c1ccc(Br)cc1)NCCc1nc2ccccc2[nH]1	0%	22%	7%	3	-1%	?	-1%	-8%	3%
O=C(NC1CC1)c1ccc(-c2ccccc2)cc1	-14%	7%	-7%	-6	-5%	7%	-14%	i	-2%
Cc1ccc(N(CC(=O)NCCc2ccccc2C)S(=O)(=O)N(C)C)cc1	-8%	45%[activator]	-4%	1	-2%	-38%[59 µM]	-11%	7%	1%
Cc1ccccc1NC(=O)CSc1nc2ccccc2o1	-3%	40%[activator]	-23%	3	-9%	10%[59 µM]	-13%	i	3%
COc1ccc(N2CCN(C(=O)COC(=O)[C@@H](NC(=O)OCc3ccccc3)C(C)C)CC2)cc1	?	-23%	·	8	-4%	·	-20%	-3%	37%[activator]
COc1cc(OC)c(C2C(C(=O)Nc3ccc(C)cc3C)=C(C)Nc3ncnn32)cc1OC (centres undefined)	-14%	17%	-6%	0	-6%	4%[12.7 µM]	3%	2%	12%
COc1cccc(NC(=O)CN(C)C(=O)c2cccc(S(=O)(=O)Nc3ccc(C)cc3)c2)c1	-28%	28%	-3%	-1	-6%	1%[12.7 µM]	-18%	-6%	2%
Cc1ccc(C(=O)NCCc2nnc3ccc(NCCCN4CCOCC4)nn23)cc1	-3%	26%	-17%	-4	-2%	15%	-3%	2%	13%
COc1ccc(C(=O)N(Cc2cc(OC)c(OC)c(OC)c2)CC2CCCO2)cc1 (centres undefined)	-8%	13%	-6%	-4	2%	-1%[59 µM]	-10%	8%	1%
Fc1cccc(F)c1-n1c(CN2CCCCC2)csc1=S	1%	39%	-4%	2	-3%	8%	-4%	1%	0%
Cc1ccc2c(c1)-c1nc(-c3ccc(Cl)cc3)cc(-c3coc4ccccc4c3=O)c1CO2	-6%	30%	-21%	5	1%	-27%[59 µM]	-12%	0%	8%
CCc1cc2c(NC(Cc3c[nH]c4ccccc34)C(=O)O)nc(C)nc2s1 (centres undefined)	-1%	27%	7%	-4	-7%	7%[59 µM]	-9%	1%	27%
COc1cc2c(cc1OC)C(C(=O)NC(C)c1ccccc1)CC(=O)N2 (centres undefined)	-10%	35%	-13%	-7	0%	26%	-2%	2%	-3%
CC1(C)CC(=O)C(CC(=O)N2CCC(Cc3ccccc3)CC2)C(=O)C1	-9%	40%[activator]	-19%	-7	-3%	-31%	-5%	12%	13%
CCOC(=O)c1ccc(NS(=O)(=O)c2cnc[nH]2)cc1	-3%	46%[activator]	4%	1	-1%	-18%[12.7 µM]	8%	-3%	0%
Cc1ccsc1C(=O)C1CCCN(Cc2cc(F)ccc2-n2cccn2)C1 (centres undefined)	-19%	16%	6%	1	2%	·	-9%	-7%	-5%
O=C(Oc1ccc(=O)[nH]n1)c1ccccc1	·	·	·	18	·	·	-13%	i	12%
CC(CC(=O)Nc1cccnc1)c1ccccc1 (centres undefined)	-9%	16%	-9%	-7	1%	4%	-18%	-4%	1%
O=C(O)c1ccccc1C=NN1CCCCCC1	-15%	14%	·	-7	-1%	·	-16%	-7%	7%
Cc1cccc(NC(=O)COC(=O)c2ccc(C)c(S(=O)(=O)N3CCCCC3)c2)c1	-19%	24%	13%	-7	32%[activator]	?	-15%	-1%	-1%
COc1ccc(Nc2nc(N)c(C(=O)c3ccc(OC)cc3)s2)cc1	?	15%	-24%	-6	-9%	?	-16%	-9%	-1%
Cc1ccccc1Nc1nnc(-c2ccc(C)c(S(=O)(=O)N3CCCCC3)c2)c2ccccc12	-30%	6%	-16%	1	?	0%[59 µM]	-13%	-1%	7%
CC(C)(C)C1CCc2c(sc3nc(-c4cc5cc(Cl)ccc5oc4=O)[nH]c(=O)c23)C1 (centres undefined)	-13%	-4%	-7%	-1	0%	-17%[59 µM]	2%	-2%	-7%
O=C1CC(C(=O)N2CCN(c3ccccc3O)CC2)CN1Cc1ccccc1 (centres undefined)	-29%	21%	10%	0	5%	?	-6%	i	5µM*
O=C(Nc1ccc(F)cc1)c1ccc2c(=O)n3c(nc2c1)CCCCC3	-12%&-28%	43%&8%[activator]	-28%&-2%	-7&-19	-1%&-6%	8%	-17%&-17%	-7%	1%&-8%
Cc1ccc(NC(=S)N(C)C)cc1C	-12%	1%	-6%	1	-1%	·	-16%	-21%	7%
COc1ccc(OC)c(CCNC(=O)CS(=O)(=O)Cc2nc(-c3cccc(Cl)c3)oc2C)c1	-19%	34%	?	-4	16%	-40%[59 µM]	-4%	0%	1%
CCN(C(=O)c1cc(S(=O)(=O)N2CCCC2)ccc1C)C1CCS(=O)(=O)C1 (centres undefined)	-6%	42%[activator]	9%	-2	5%	-44%[59 µM]	-20%	-9%	2%
CC(=O)OCCSc1c(-c2ccccc2)c2cc(Cl)ccc2[nH]c1=O	-29%	8%	3%	-1	-4%	-10%	-14%	4%	15%
CCOc1ccc(CCNc2nc3c(c(=O)n(C)c(=O)n3C)n2CC)cc1OCC	-25%	-9%	-1%	0	-1%	8%[59 µM]	-12%	-6%	6%
O=C(COC(=O)Cc1ccccc1F)NCCNC(=O)COC(=O)Cc1ccccc1F	-14%	7%	12%	10	1%	15%[2.33 µM]	-15%	-8%	5%
Cc1ccc(Sc2nc3ccc(C)cn3c(=O)c2/C=N/O)cc1	-22%	16%	-13%	0	1%	0%	-10%	i	0%
COc1ccc(CNC(=O)CN(CC2CCCO2)C(=O)CNS(=O)(=O)c2ccc(C)cc2)cc1 (centres undefined)	10%	22%	14%	4	-3%	7%[59 µM]	-6%	-7%	-2%
CCCn1c(N2CCN(CC(=O)c3c[nH]c4ccccc34)CC2)nc2c1c(=O)[nH]c(=O)n2C	45µM*	14%	17%	2	22%	?	-6%	-1%	12%
CCc1ccccc1NC(=O)c1ccc(F)c(S(=O)(=O)N2CCN(c3cccc(Cl)c3)CC2)c1	-19%	10%	1%	1	7%	8%[59 µM]	-18%	-7%	-3%
O=S1(=O)CCN(Cc2ccncc2)CC1	·	·	·	-6	·	·	-7%	i	-2%
CCC(=O)N1CCc2cc(S(=O)(=O)NC(C(=O)NCc3ccccc3)C(C)C)ccc21 (centres undefined)	-8%	8%	12%	24	3%	4%	8%	-6%	2%
CO/N=C/C(C#N)=C/c1ccc(OC)c(OC)c1	-10%	40%[activator]	0%	-5	-10%	-4%	-14%	-1%	-9%
CN(Cc1ccc(Cl)cc1)C(=O)c1ccccc1SCC(=O)N1CCCC1	-9%	24%	-5%	5	-1%	-2%	-2%	i	-5%
Cn1cccc1C(=O)NC(=O)COC(=O)CNC(=O)CNC(=O)c1ccc(Cl)cc1Cl	-19%	20%	-4%	-3	0%	?	-18%	i	-16%
COc1cc2c(cc1OC)CN(C(=O)c1cccc(S(=O)(=O)N(C)C)c1)CC2	5%	32%[activator]	-17%	-4	0%	24%	-5%	-2%	-1%
Cc1nc(Nc2ccc(Br)cc2Br)c([N+](=O)[O-])c(=O)[nH]1	-8%	45%[activator]	·	6	1%	·	1%	-9%	-9%
COCCN1CC(C(=O)NCCc2nc(C)c(C)s2)CCC1=O (centres undefined)	-2%	22%	-1%	9	-11%	53%[activator]	-10%	-5%	-10%
COc1ccc(-c2nc3ccc(Cl)cn3c2NC2CCCCC2)cc1SC1CCCCC1	-24%	22%	·	3	?	·	?	-1%	0%
CCCCN(C)C(=O)c1cc2c(s1)-c1ccccc1S(=O)(=O)C2	-13%	20%	1%	4	2%	0%[59 µM]	-19%	i	1%
COc1cc(NC(=O)CSCC(=O)Nc2cccc(C(F)(F)F)c2)c(Cl)cc1Cl	4%	37%	-17%	0	8%	·	-13%	-3%	-9%
COc1cccc(C(C(=O)NCC2CCCO2)N(C(=O)Cn2nnc3ccccc32)c2ccc(NC(C)=O)cc2)c1 (centres undefined)	-1%	18%	-2%	1	13%	26%	-18%	8%	0%
COC(=O)c1ccc(NC(=O)CNC(=O)C2CCCCC2)c(C)c1	-19%	4%	-2%	-7	-5%	0%[12.7 µM]	0%	i	0%
O=C(c1cc(-c2ccccc2)n[nH]1)N1CCc2c([nH]c3ccccc23)C1c1ccccn1 (centres undefined)	?	-6%	-37%	-3	19%	?	-17%	1%	5%

Continuation.
SMILES	JMJD2A Tudor inh	HP1b chromo inh	BAZ2B block	PI4K2A block	Pin1 inhibitor	G9a block	POLH inh	PGK inhibitor	GLS inhibitor
Cn1nnnc1SCc1ccccc1[N+](=O)[O-]	-11%	27%	-4%[57.1 µM]	3	3%	3%	-9%	-1%	-2%
OCC[C@@H]1C[C@@H](O)[C@H](O)[C@@]2(CCCc3ccccc3O2)O1	-14%	16%	1%	-2	-1%	-8%	-19%	-1%	-6%
Cc1nn2c3c(cnc2c1-c1ccccc1)C(=O)CCC3	-5%	56%[activator]	8%	3	-5%	16%[59 µM]	-13%	4%	-6%
C/C(=N/NC(=O)CNS(=O)(=O)c1ccccc1)c1ccc(Br)cc1	-4%	32%	-11%	6	1%	0%	-2%	-4%	67%[activator]
Cc1ccc(S(=O)(=O)N2CCCCC2)cc1NC(=O)c1ccc2c(c1)OCO2	-16%	6%	-9%	8	6%	0%[59 µM]	-10%	-3%	11%
